Screens from PubChem BioAssay.
RXFP1 ag – agonists of human relaxin receptor RXFP1; Q9HBX9; HEK293T-RXFP1 cAMP TR-FRET, 30 min; response scale: percent of porcine relaxin response, buffer zero; Potency, µM (titrated, usually from 57.5 µM), without a hit: at the top dose activation, usual class: activators; 370,000 compounds, 0.3% hits; further: potency means the concentration at half of the fitted maximal effect; on the % scale 0 is the no-effect control and ±100 the full control effect; nearly all actives have a fitted effect of over 60% in size; many of its hits are not listed in these tables
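HEK293T cells stably expressing RXFP1 were pretreated with the PDE4 inhibitor Ro 20174, exposed to compounds for 30 min at 37C, lysed, and cAMP was read by TR-FRET. Data normalized to buffer (basal) and 29 nM porcine relaxin (100%).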
D2 potentiator – positively modulates the human D2 dopamine receptor allosterically; P14416; HEK293 T-REx D2, calcium flux, EC20 dopamine potentiation; potentiation, % at 10 µM; 340,000 compounds, 0.34% hits;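 active means potentiation over 3 SD above the plate norm, cut at about 30% in these data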; further: 0% is about no effect
Target sequence (P14416 whole entry, looked up): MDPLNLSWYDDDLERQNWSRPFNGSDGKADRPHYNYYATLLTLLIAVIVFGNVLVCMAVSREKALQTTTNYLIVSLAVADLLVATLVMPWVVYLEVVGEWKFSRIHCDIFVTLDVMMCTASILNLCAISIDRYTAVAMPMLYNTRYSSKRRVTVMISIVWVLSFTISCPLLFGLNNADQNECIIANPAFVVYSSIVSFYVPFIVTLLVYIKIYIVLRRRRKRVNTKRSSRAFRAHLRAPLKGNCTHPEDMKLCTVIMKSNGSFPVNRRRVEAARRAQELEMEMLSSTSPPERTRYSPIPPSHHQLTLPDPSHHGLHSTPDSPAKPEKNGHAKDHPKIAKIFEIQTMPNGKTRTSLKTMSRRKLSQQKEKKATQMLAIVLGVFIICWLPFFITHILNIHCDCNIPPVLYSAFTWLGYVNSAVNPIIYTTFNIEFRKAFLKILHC
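Potentiation of an EC20 dopamine calcium response measured kinetically over 180 s, after a preceding 180 s compound-only read flagging agonists. Cells: inducible Hek293 Trex D2 line, 4000/well, cultured overnight at 30 C before dye loading.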
TRHR ag – TRH receptor (human) agonism | activation, % at 2 µM | 360,000 compounds, 0.18% hits | AID 493084 | P34981 | TRHR cells, calcium flux fluo-8, FDSS agonist mode; in the data active means activation above about 30%; further: 0% is about no effect
Target sequence (P34981 whole entry, looked up): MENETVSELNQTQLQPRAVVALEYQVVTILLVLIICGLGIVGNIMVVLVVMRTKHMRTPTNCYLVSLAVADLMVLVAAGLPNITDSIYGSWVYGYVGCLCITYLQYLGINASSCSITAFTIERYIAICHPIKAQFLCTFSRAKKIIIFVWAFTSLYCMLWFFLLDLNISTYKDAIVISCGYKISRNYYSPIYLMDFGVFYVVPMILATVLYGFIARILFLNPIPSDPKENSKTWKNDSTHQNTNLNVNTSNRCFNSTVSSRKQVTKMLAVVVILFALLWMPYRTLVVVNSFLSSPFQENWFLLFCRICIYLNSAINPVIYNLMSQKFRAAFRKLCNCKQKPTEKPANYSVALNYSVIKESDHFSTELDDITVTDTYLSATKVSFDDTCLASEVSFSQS
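Fluo-8-loaded TRHR cells; 10 s baseline, compound added, kinetic Ca2+ fluorescence read 1/s, agonist mode.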
D1 antag – human D1 dopamine receptor antagonism; 360,000 compounds, 3.2% hits; P21728; HEK293 TREx D1 cells, calcium flux, dopamine EC80; stronger effect = lower value; activity change, negative = inhibition, % at 10 µM; AID 504652; in the data active means activity change below about -30%; further: on the % scale 0 is the no-effect control and ±100 the full control effect
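Cells carrying a force-coupled, tetracycline-inducible human D1 receptor report calcium flux. Each well gets a 10 s baseline, compound with 180 s monitoring, then an EC80 dopamine stimulus with a second 180 s kinetic read.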
TRHR PAM – TRH receptor (human) allosteric enhancement. P34981. TRHR cells, fluo-8 calcium fluorescence, EC20 TRH enhancement. enhancement, % at 2 µM. 360,000 compounds, 0.66% hits; in the data active means enhancement above about 30%; further: 0% is about no effect
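TRHR-expressing cells loaded with fluo-8 calcium dye were read kinetically (ex 480/em 530) during compound addition, then stimulated with an EC20 of TRH (10 nM final). Enhancement of the Gq-mediated intracellular calcium response was scored.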
RXFP1 antagonist – blocks the human relaxin receptor RXFP1. 350,000 compounds, 0.59% hits. activity change, negative = inhibition, % at 57.5 µM. HEK293-RXFP1, relaxin-stimulated cAMP HTRF, 30 min; stronger effect = lower value. Q9HBX9. AID 1259400;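 active means activity change of -60% or lower, but not beyond a set lower limit; inconclusive means change between -60% and -40%, or beyond the set limit; inactive means change above -40%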; further: on the % scale 0 is the no-effect control and ±100 the full control effect
D1 potentiator – potentiators of human D1 dopamine receptor; P21728; AID 504651; HEK293 TREx D1 cells, calcium flux, dopamine EC20 potentiation; 360,000 compounds, 0.036% hits; potentiation, % at 10 µM; in the data active means potentiation above about 30%; further: 0% is about no effect
D1 agonist – agonists of human D1 dopamine receptor; HEK293 T-REx D1 cells, calcium flux, agonist mode; activation, % at 2 µM; 360,000 compounds, 1% hits; in the data active means activation above about 30%; further: 0% is about no effect
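Inducible HEK293 T-REx D1 cells, force-coupled to calcium signalling, were plated at 4000 cells/well with tetracycline and held overnight at 30 C. After no-wash calcium dye loading, compound-evoked calcium rise over 180 s flagged agonists.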
Apoferritin bind – binds horse apoferritin like a general anesthetic. AID 485281. Potency, µM (doses to about 77.5 µM), for inactives: top-dose activity change, negative = displacement, most hits filed as inhibitors. apoferritin/1-aminoanthracene competitive binding, fluorescence. 350,000 compounds, 0.074% hits. P02791; further: potency means the concentration at half of the fitted maximal effect; on the % scale 0 is the no-effect control and ±100 the full control effect; nearly all actives have a fitted effect of over 20% in size
Target sequence (P02791 2-175 limits assumed): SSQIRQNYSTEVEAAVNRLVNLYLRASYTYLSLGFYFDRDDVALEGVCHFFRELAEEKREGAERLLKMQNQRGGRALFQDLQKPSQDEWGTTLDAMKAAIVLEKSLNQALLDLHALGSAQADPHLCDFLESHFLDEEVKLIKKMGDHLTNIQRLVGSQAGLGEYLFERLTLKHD
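Concentration-response curves derived by four-parameter Hill fitting of normalized fluorescence, where compounds displaced 1-AMA from 10 uM horse apoferritin following a brief 10 min room-temperature incubation; propofol titration acted as positive control.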
Active calls of the source: *; ? = inconclusive; · = not tested or not shown; & = joins results of further samples; [ ] = dose if it differs, or a comment. Unless noted, the call rests on the fitted dose curve; in most records, active means well fitted curve in the direction sought with a large enough effect; inconclusive means small, poorly fitted or top-dose-only effect, or another doubt; inactive means no such curve, though single readings can be large; an effect the other way counts as inactive or inconclusive.

Values in the order – RXFP1 ag	D2 potentiator	TRHR ag	D1 antag	TRHR PAM	RXFP1 antagonist	D1 potentiator	D1 agonist	Apoferritin bind
> O=C(CCNC(=O)c1ccc(Br)cc1)Nc1ccccc1N1CCCC1
  -0.6%	-3	0.5	-9	5	-14	-6	1	·
> NC(=O)C[C@H](N)c1cn([C@@H](CC(N)=O)C(=O)N2CCNCC2)nn1
  -1.4%	-2	0.1	-3	-1	·	-2	2	·
> COc1ccc(/C=C/C(=O)NCc2cccnc2)cc1
  3.5%	-5	-0.7	-40*	-5	11	-6	-1	7%
> Cn1nc(C(=O)Nc2ccc3c(c2)OCCO3)c2ccccc2c1=O
  3.1%	11	-0.5	7	-1	-4	1	-1	·
> CN(C)S(=O)(=O)c1ccc(N2CCCC2)c(C(=O)Nc2ccc(F)cc2F)c1
  0.7%	-6	0.1	-14	3	8	-5	3	·
> COc1ccc(-n2c(C)cc3cc(OC(C)=O)ccc32)cc1
  2.6%	-1	-0.8	1	-10	-3	-5	0	-1%
> Cn1nnnc1SCCNCc1ccccc1OCc1ccc(Cl)cc1
  1.5%	-12	-0.1	19	-6	-4	-11	20	-3%
> Cc1cc(-c2ccccc2)nc(N/N=C/c2ccc([N+](=O)[O-])cc2)n1
  -0.1%	7	-0.1	0	0	·	1	-1	-11%
> CC(C)(C)OC(=O)N1CCC[C@H]1C(=O)NCc1ccc(Cl)cc1Cl
  -1.3%	-7	-0.2	-23	-1	-11	-2	3	-8%
> Cc1nn(-c2ccccc2)c(C)c1/C=N/NC(=O)c1ccccc1O
  -1.3%	3	0.0	-3	15	-16	1	3	-12%
> CC1(C)CC(=O)c2cc(-c3nc(-c4ccccc4)cs3)c(=O)[nH]c2C1
  ?	26	2.2	11	-3	-10	2	0	2%
> Cc1ccc2c(c1)N(C(=O)N1CCC(C(=O)NCc3cccc(Br)c3)CC1)CCO2
  -0.2%	9	0.0	-10	-6	-35	-1	0	-7%
> O=C(Nc1nnc(S(=O)(=O)N2CCN(c3ccc(F)cc3)CC2)s1)c1ccccc1
  0.1%	-4	-0.4	-11	-3	1	-4	8	-3%
> CC(CCc1ccccc1)NC(=O)COC(=O)c1ccc(NC(N)=O)cc1 (stereo not given)
  -3.1%	19	-1.0	-4	3	2	-4	1	-7%
> COc1cc(C2C3C(C)N(C)C(=O)N(C)C3N(C)C(=O)N2C)ccc1O (stereo not given)
  -0.4%	10	-0.2	4	3	-9	-3	1	-7%
> CC(Sc1nnc(COc2ccc(Cl)cc2)n1Cc1ccco1)C(=O)N1CCNC1=O (stereo not given)
  -1.0%	8	0.3	-6	-3	-4	-3	6	·
> Cn1c2c(c(=O)n(C)c1=O)C(NS(=O)(=O)c1ccccc1)(C(F)(F)F)C(=O)N2 (stereo not given)
  0.7%	2	0.2	-11	0	6	1	3	-5%
> CCOC(=O)C(NC(=O)c1ccc(F)cc1)(Nc1sc2c(c1C(N)=O)CCC2)C(F)(F)F (stereo not given)
  -0.4%	5	0.0	7	-1	-11	-2	0	-3%
> N#CC1=C(SCC(=O)Nc2ccc(C(=O)O)cc2)NC(=O)CC1c1ccco1 (stereo not given)
  0.2%	8	0.4	14	-7	6	-4	1	0%
> O=C(COC(=O)c1ccc(O)cc1)Nc1ccccc1-c1ccccc1
  0.6%	24	-0.3	-26	4	-12	10	14	0%
> O=c1[nH]c(SCc2c(F)cccc2Cl)nc2c1CCCC2
  5.5%	2	0.6	0	0	-1	1	-1	-2%
> Cc1ccc(S(=O)(=O)c2nc(-c3ccccc3)oc2N2CCCCCC2)cc1
  1.2%	-4	0.0	7	-5	0	0	1	126%[activator]
> CC(CNC(=O)Cn1ccc2cc(S(=O)(=O)N3CCCCCC3)ccc21)c1ccccc1 (stereo not given)
  -0.8%	·	-0.8	-6	4	-15	0	14	218%[activator]
> Cc1nc2ncnn2c(C)c1Cc1c(Cl)cccc1Cl
  0.1%	5	0.2	-3	5	8	2	4	-6%
> CCOc1cc(/C=N/NC(N)=O)cc(Br)c1OCc1ccccc1
  0.4%	·	0.3	-16	-1	15	2	0	-23%
> Cc1ccc(C(=O)Cn2ncsc2=N)cc1
  0.5%	8	0.2	6	1	-2	0	8	-11%
> O=C(CNC(=O)c1ccc(Cl)cc1Cl)OCc1nnc(-c2ccccc2)o1
  0.2%	-6	-1.3	1	5	-14	-1	0	·
> C/C(=N\NS(=O)(=O)c1ccc([N+](=O)[O-])cc1)c1ccc2c(c1)OCO2
  1.1%	8	-0.7	-31*	2	10	11	5	-12%
> Cc1cc(-c2ccc(C)c(S(=O)(=O)N3CCN(c4ccc(F)cc4)CC3)c2)on1
  -1.1%	-7	-0.6	-8	-3	0	-6	4	-11%
> CCN1C(=O)[C@H]2[C@@H](c3ccc(-c4ccc(F)cc4)cc3)N3CCCC[C@@]3(C(=O)OC)[C@H]2C1=O
  -1.2%	·	0.5	-1	9	·	-7	7	·

A draw from above in order of molecular weight, lowest first.
Values in the order – RXFP1 ag	D2 potentiator	TRHR ag	D1 antag	TRHR PAM	RXFP1 antagonist	D1 potentiator	D1 agonist	Apoferritin bind
> Cc1ccc(C(=O)Cn2ncsc2=N)cc1
  0.5%	8	0.2	6	1	-2	0	8	-11%
> O=c1[nH]c(SCc2c(F)cccc2Cl)nc2c1CCCC2
  5.5%	2	0.6	0	0	-1	1	-1	-2%
> CCOc1cc(/C=N/NC(N)=O)cc(Br)c1OCc1ccccc1
  0.4%	·	0.3	-16	-1	15	2	0	-23%
> Cc1ccc(S(=O)(=O)c2nc(-c3ccccc3)oc2N2CCCCCC2)cc1
  1.2%	-4	0.0	7	-5	0	0	1	126%[activator]

(continued)
Values in the order – RXFP1 ag	D2 potentiator	TRHR ag	D1 antag	TRHR PAM	RXFP1 antagonist	D1 potentiator	D1 agonist	Apoferritin bind
> Cc1cccc(NCC(=O)N/N=C\c2cccn2C)c1
  -2.2%	0	0.2	1	2	18	-1	1	-6%
> O=[N+]([O-])c1ccc(N2CCN(c3ccc(F)cc3)CC2)nc1
  1.7%	0	0.9	-20	-6	8	-2	1	-2%
> O=C1CSc2ccc(C(=O)NCC(c3ccco3)N3CCCCC3)cc2N1 (stereo not given)
  0.9%	-33	0.3	38	-7	1	-5	1	-6%
> CC(Oc1cccc(Br)c1)C(=O)NNC(=O)CCNC(=O)c1ccccc1Cl (stereo not given)
  -0.4%	4	-0.5	-14	27	8	1	1	·
> CC(=O)Nc1ccc(S(=O)(=O)N2CCC(C(=O)O)CC2)cc1
  2.2%	19	-0.4	10	2	6	0	2	-3%
> CCOc1ccc(-c2nnc(SCC(=O)Nc3cc(C)on3)o2)cc1
  ?	-1	-0.9	-6	-2	-2	1	12	-3%
> CC(=O)Nc1ccc(-n2nnnc2SCC(=O)Nc2cccc(NC(=O)c3ccco3)c2)cc1
  0.0%	-30	0.9	7	2	-6	-6	5	5%
> CCOC(=O)C1CCN(C(=O)Nc2ccc3nc(-c4ccco4)c(-c4ccco4)nc3c2)CC1
  0.2%	4	0.9	4	6	-18	0	2	46%[activator]
> O=C1CC(c2cccc(Oc3ccccc3)c2)NC(=O)N1 (stereo not given)
  -0.6%	-3	-0.1	-10	2	-7	-8	2	-6%
> Cc1cccc(C)c1NC(=O)c1ccccc1C(=O)O
  -0.8%	·	0.6	5	6	-2&8	7	5	-2%
> O=C(Cc1noc2ccccc12)Nc1ccccn1
  2.4%	-4	-0.2	8	-1	4	-5	0	-7%
> CC(C)c1ccc(OCC(=O)NNC(=S)NC(=O)C2CC2)cc1
  0.0%	-12	-0.2	10	6	-2	-1	2	-19%
> CCOC(=O)c1c(CN(CC)CC)n(-c2ccccc2)c2ccc(O)cc12
  -2.2%	-25	-0.9	1	-1	-7	1	1	0%
> COc1ccc(NC(=O)NCc2cccnc2)cc1
  27%	0	0.2	-14	0	-2	3	1	-8%
> Cc1ccc(C(=O)NC2CCN(CC(=O)NCc3cccs3)CC2)cc1
  -1.3%	8	-0.2	-6	7	-10	-3	2	0%
> CCOC(=O)C1CCCN(C(=O)c2ccc3c(c2)N(Cc2ccccc2F)C(=O)c2ccccc2S3=O)C1 (stereo not given)
  0.6%	9	0.1	-36*	-3	·	0	2	-13%
> CCn1c2ccccc2c2nnc(SCC(=O)Nc3ccccc3OC)nc21
  6.6%	-3	0.1	-33*	-5	4	-1	5	-16%
> CC1(C)Cc2c(sc(NC(=O)C(=O)NCC3CCCO3)c2C(=O)O)CO1 (stereo not given)
  -0.9%	7	0.1	-4	3	-2	7	3	?
> O=C(Nc1nc2ccccc2s1)c1cc2c(s1)-c1ccccc1OC2
  8.4%	1	0.6	1	2	·	-3	2	10%
> Nc1ncnc2c1ncn2[C@@H]1O[C@H](CO)C[C@@H]1O
  21%	15	0.0	4	-1	·	1	1	-5%&6%
> CS(=O)(=O)N1CCCC(C(=O)Nc2ccc(F)cc2F)C1 (stereo not given)
  0.5%	-3	0.0	-2	-15	9	-2	1	-9%
> Cc1noc(C)c1C(=O)Nc1ccc(Cl)cc1C(F)(F)F
  0.0%	2	-0.2	-25	-4	6	1	1	-8%
> O=C(CSc1nnc(CNC(=O)c2c(F)cccc2Cl)o1)NC1CCCCC1
  -1.5%	-5	0.4	-13	10	-5	-4	1	-10%
> COc1ccc(-n2nc(C)cc2Nc2ccccc2C(=O)O)cc1
  -0.5%	8	-0.1	2	-5	4	-4	2	-7%
> COc1ccc(-n2c(C)nnc2SCC(=O)N2C(C)CCCC2C)cc1 (stereo not given)
  1.1%	21	-0.1	-6	-4	1	1	1	-5%
> CCCn1c(NCc2ccc3c(c2)OCO3)nc2ccccc21
  -0.7%	-16	-0.8	7	-5	6	-6	5	-12%
> CCOC(=O)c1ccccc1NC(=O)C1CCN(c2ncnc3c2nc2n3CCCCC2)CC1
  0.5%	·	-0.2	-2	6	14	0	0	4%
> COc1ccc(OC)c(NC(=O)CSc2nc(-c3ccccc3C)nc3cc(=O)[nH]n23)c1
  0.4%	2	-0.1	7	4	-16	2	3	-12%
> COc1cc2c(cc1OC)C(c1ccccc1)N(C(=O)CCl)CC2 (stereo not given)
  2.1%	5	3.9	-32*	-5	3	-5	2	-17%
> O=C(CN(Cc1ccccc1)C(=O)CCC(=O)Nc1ccccn1)NCCc1ccccc1
  4.2%	·	-0.1	23	2	-1	-3	-1	0%
> CCN(CC)c1ccc(C2CC(=O)NC3=C2C(=O)CC(C)(C)C3)cc1 (stereo not given)
  -1.2%	-3	-0.3	-5	2	-15	-3	0	-15%

Only part of the results is shown, so the mix of outcomes need not match the whole.
